From PubChem BioAssay
M1 antag: antagonists of human M1 muscarinic receptor; P11229; actives 1.3% (n = 360,000); AID 588852; inhibition, % at 3 µM; CHO-K1 hM1, Fluo-8 calcium fluorescence, ACh EC80 antagonist;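 active = percent inhibition above its own plate's cutoff, namely the mean of that plate's compound wells plus 3 SD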;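 note: peak over basal fluorescence ratio during 140 s after agonist addition; 0% = ACh EC80 plus DMSO and 100% = DMSO alone without agonist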
Target sequence (P11229 whole entry, looked up): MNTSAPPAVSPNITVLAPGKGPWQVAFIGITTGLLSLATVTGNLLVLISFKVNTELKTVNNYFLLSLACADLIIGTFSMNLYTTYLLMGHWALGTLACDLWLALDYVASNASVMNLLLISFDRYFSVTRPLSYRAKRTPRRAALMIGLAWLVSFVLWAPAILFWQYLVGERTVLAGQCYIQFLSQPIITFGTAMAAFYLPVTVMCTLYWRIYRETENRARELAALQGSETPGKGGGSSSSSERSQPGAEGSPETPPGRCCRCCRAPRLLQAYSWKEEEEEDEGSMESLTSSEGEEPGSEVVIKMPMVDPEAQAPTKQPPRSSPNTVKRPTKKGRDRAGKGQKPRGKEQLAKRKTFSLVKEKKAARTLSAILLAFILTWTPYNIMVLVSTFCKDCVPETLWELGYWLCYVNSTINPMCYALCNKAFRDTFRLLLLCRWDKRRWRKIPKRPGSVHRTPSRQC
TAAR1 ag: human TAAR1 agonism; Q96RJ0; CHO RD-HGA16 TAAR1, Fluo-8 calcium fluorescence; vehicle wells 0%, saturating PEA agonist 100%; activation, % at 3 µM; actives 0.99% (n = 360,000); AID 624467;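 active = activation above the mean activation of all test compounds in the run plus 3 SD, cut at about 38% in these data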
Target sequence (Q96RJ0 whole entry, looked up): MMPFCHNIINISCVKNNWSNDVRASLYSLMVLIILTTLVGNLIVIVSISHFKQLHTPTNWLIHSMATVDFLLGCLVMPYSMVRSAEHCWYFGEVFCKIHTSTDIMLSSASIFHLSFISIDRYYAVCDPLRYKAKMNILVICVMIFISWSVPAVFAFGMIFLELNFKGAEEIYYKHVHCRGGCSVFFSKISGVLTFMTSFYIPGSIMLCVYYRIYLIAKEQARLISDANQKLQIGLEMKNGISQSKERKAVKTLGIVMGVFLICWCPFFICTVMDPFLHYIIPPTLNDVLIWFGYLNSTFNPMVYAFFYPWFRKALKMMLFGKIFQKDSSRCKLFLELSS
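Signal – calcium-sensitive Fluo-8 signal, excitation 470-495, emission 515-575 nm · System – RD-HGA16 (CHO) cells co-expressing Gα16 and hTAAR1 · Incubation – 17-24 h seeding, 75 min 37 °C dye, 30 min RT · Compound dosing – 3 µM single concentration · Repeats – no replicates (n 1)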
CHRM1 PAM: potentiates human M1 receptor response to acetylcholine; P11229; CHO-K1 hM1, Fluo-8 calcium fluorescence, ACh EC20; 0% = ACh EC20, 100% = maximal ACh; activation, % at 3 µM; actives 0.088% (n = 360,000); AID 588819; in the data active = activation above about 19%, passing the limit was not always enough
CHO-K1 Ca antag: M1 antagonist counterscreen hit in parental CHO-K1 cells; ATP-induced calcium, Fluo-8 fluorescence; inhibition, % at 3 µM; actives 0.6% (n = 360,000);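 active = inhibition above a per-plate cutoff, the plate's mean sample inhibition plus 3 SD, cut at about 24% in these data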;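 note: 0% = DMSO plus EC80 ATP and 100% = DMSO alone without ATP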
CHRM1 agonist: activates human CHRM1 receptor. CHO-K1 hM1, Fluo-8 calcium fluorescence, agonist mode; 0% DMSO, 100% acetylcholine EC100. activation, % at 3 µM. actives 0.33% (n = 360,000). AID 588814;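 active = activation above the run's mean compound activation plus 3 SD, cut at about 16% in these data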;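 note: peak over basal fluorescence ratio within a 140 s kinetic read after compound addition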
M1 ag parental: nonselective activator or artifact in parental CHO-K1 cells; Fluo-8 calcium fluorescence; scaled to maximal ATP response, vehicle zero; activation, % at 3 µM; actives 0.48% (n = 360,000); in the data active = activation above about 15%;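 note: untransfected CHO-K1 host cells lacking M1 receptor as counterscreen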
CHO parental Ca: counter-screen: ATP calcium response change in parental CHO cells; parental CHO-K1, ATP-induced calcium, Fluo-8 fluorescence; inhibition, % at 5.6 µM; actives 0.63% (n = 330,000);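 active = inhibition above that plate's mean sample inhibition plus 3 SD, cut at about 26% in these data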;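 note: 0% = ATP-challenged DMSO wells and 100% = DMSO wells without ATP; some compounds past the cut are filed as inactive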
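Assay system: untransfected parental CHO cell line. Also added: ATP agonist challenge. Dosing: one dose, 5.6 µM nominal. Measured by: Fluo-8 fluorescence. Read-out: % inhibition. Benchmarks: ATP wells versus no-ATP DMSO wells. Repeats: no replicates.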
TAAR1 antag: human TAAR1 antagonism | actives 1.5% (n = 360,000) | inhibition, % at 3 µM | Q96RJ0 | CHO RD-HGA16 TAAR1, Fluo-8 calcium fluorescence, antagonist;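 active = inhibition above a per-plate cutoff, the mean inhibition of test compounds on that plate plus 3 SD, cut at about 49% in these data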;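 note: 0% = DMSO plus EC80 beta-PEA response and 100% = DMSO alone without agonist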
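Assay system: RD-HGA16 CHO cells with stable hTAAR1 and Gα16 / Reagent: EC80 β-phenethylamine stimulus / Doses: 3 µM, single point / Timing: dye loading 75 min at 37 °C, then 30 min room temperature / Measured by: Fluo-8 intracellular calcium dye fluorescence, real-time kinetic reads / Controls: vehicle wells and EC80 agonist wells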
M1 PAM parental: M1 PAM counterscreen hit in parental CHO-K1 cells | activation, % at 3 µM | ATP EC20, Fluo-8 calcium fluorescence; 0% at ATP EC20, 100% at ATP max | AID 602247 | actives 0.02% (n = 360,000);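 active = activation above the run cutoff, the mean activation of all test compounds plus 3 SD, cut at about 40% in these data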;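 note: peak over basal fluorescence ratio in a 140 s read after ATP addition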
* marks the source's active call; other numbers are inactive results; / = not tested or not shown.

SMILES	M1 antag	TAAR1 ag	CHRM1 PAM	CHO-K1 Ca antag	CHRM1 agonist	M1 ag parental	CHO parental Ca	TAAR1 antag	M1 PAM parental
CC(=O)Nc1ccc(CN2CCCC(CO)(Cc3ccccc3C)C2)cc1 (stereo not given)	-5	2	2	-8	-8	0.2	-17	-6	22
c1ccc(-n2c(Cc3cccnc3)nc3cnccc32)cc1	-11	15	12	-11	-1	-0.1	-11	-4	-10
O=C(CCl)Nc1cccc(S(=O)(=O)NC2=NCCC2)c1	14	3	-5	-7	-1	1.2	1	-12	-17
CCOc1ccc(CCNS(=O)(=O)c2cn(C)cn2)cc1OCC	-10	1	5	-14	-1	0.5	-5	-26	8
CCCCC(=O)OCC(=O)c1[nH]c(C)c(C(C)=O)c1C	-14	1	12	2	-2	1.4	-19	-2	-12
Cc1cc(Br)cn2c(Cc3cccc(F)c3)c(-c3ccccc3)nc12	-17	-1	-1	-12	-6	-0.4	/	-11	-4
COCCNC(=O)c1cc2c(c(-c3cccc(C#Cc4ccc(OC)c(OC)c4)c3)n1)[C@H](CCO)N(S(=O)C(C)(C)C)C2 (stereo not given in full)	-24	5	8	-7	-1	14	/	-19	20
CC(=O)Cn1cnc2c(cnn2-c2ccc(C)c(C)c2)c1=O	-6	1	1	-5	3	10	-7	0	1
O=[N+]([O-])c1cccc(COc2ncnc3cc([N+](=O)[O-])ccc23)c1	-4	0	0	0	-4	0.3	-4	-32	-12
O=c1cc(CSc2ccc(Cl)cc2)nc(-c2ccccn2)[nH]1	10	4	0	-2	-2	2.2	15	27	-4
CCCCN(C(=O)c1cc(S(=O)(=O)N2CCCCCC2)ccc1OC)c1c(N)n(CCC)c(=O)[nH]c1=O	-6	1	16	25*	7	-0.2	-14	-17	-37
O=C(O)/C=C/C(=O)Nc1ccc2c(c1)NC(=O)CO2	-10	8	11	-13	-6	0.8	-4	8	20
Cc1cc(Br)c(NC(=O)CCl)c(Br)c1	-7	0	11	-1	-5	0.4	-8	7	19
Cc1cccc(NC(=O)COc2ccc(Br)cc2)n1	-9	21	8	1	-3	0.4	-19	10	-9
COc1ccc2sc(-c3ccc(S(C)(=O)=O)cc3)c(C(=O)NCCCN3CCCC3=O)c2c1	16	15	-11	-8	-2	6.7	-19	49*	0
COc1cccc(NC(=O)c2ccc(CN3CCN(c4ccccc4)CC3)cc2)c1	20*	12	-22	-4	-7	1.3	-2	-8	18
CC1CCN(S(=O)(=O)c2ccc(NC(=O)CSc3ncccc3C(=O)O)cc2)CC1	-6	9	14	-7	-5	0.2	6	-7	11
Cc1ccc(C)n1C(CC(=O)O)c1ccc(C#N)cc1 (stereo not given)	7	0	-5	11	-4	2.4	-11	-4	-7
COc1ccc(OCCNC(=O)/C=C/c2ccc([N+](=O)[O-])cc2)cc1	-1	4	1	1	-7	2.1	9	13	13
Cc1ccc(/C=N/NC(=O)c2cccc(S(=O)(=O)Nc3ccccc3Cl)c2)o1	0	1	4	-4	-3	2.9	-14	-23	20
Nc1nc2c(ncn2[C@@H]2O[C@H](CNCc3ccc(F)c(N4CCOCC4)c3)[C@@H](O)[C@H]2O)c(=O)[nH]1	-8	0	-8	-1	-2	0.3	/	7	3
COc1cc(OC)nc(Oc2cc(C=O)ccc2OC)n1	-2	-1	4	9	-5	-0.4	-6	6	7
Cc1ccc([N+](=O)[O-])cc1NC(=O)CN(C1CCCCC1)S(=O)(=O)c1ccc(Cl)cc1	22	0	-6	4	-1	0.2	/	10	5
COCCCNC(=O)Cn1cc(/C=C(\C#N)C(=O)NC2CCCC2)c2ccccc21	-13	3	3	8	-3	0.9	-12	-15	-15
COc1ccccc1/C=C(\NC(=O)c1ccccc1)C(=O)NCc1ccco1	4	2	0	-11	-4	1.1	-16	-11	-6

Single records, as listed above. Values in the order: M1 antag | TAAR1 ag | CHRM1 PAM | CHO-K1 Ca antag | CHRM1 agonist | M1 ag parental | CHO parental Ca | TAAR1 antag | M1 PAM parental
O=[N+]([O-])c1cccc(COc2ncnc3cc([N+](=O)[O-])ccc23)c1 in the list: -4 | 0 | 0 | 0 | -4 | 0.3 | -4 | -32 | -12
Nc1nc2c(ncn2[C@@H]2O[C@H](CNCc3ccc(F)c(N4CCOCC4)c3)[C@@H](O)[C@H]2O)c(=O)[nH]1 in the list: -8 | 0 | -8 | -1 | -2 | 0.3 | / | 7 | 3
CCOc1ccc(CCNS(=O)(=O)c2cn(C)cn2)cc1OCC in the list: -10 | 1 | 5 | -14 | -1 | 0.5 | -5 | -26 | 8
c1ccc(-n2c(Cc3cccnc3)nc3cnccc32)cc1 in the list: -11 | 15 | 12 | -11 | -1 | -0.1 | -11 | -4 | -10
O=C(CCl)Nc1cccc(S(=O)(=O)NC2=NCCC2)c1 in the list: 14 | 3 | -5 | -7 | -1 | 1.2 | 1 | -12 | -17

Entries listed so far with an aryl thioether with sulfur outside any ring:
SMILES	M1 antag	TAAR1 ag	CHRM1 PAM	CHO-K1 Ca antag	CHRM1 agonist	M1 ag parental	CHO parental Ca	TAAR1 antag	M1 PAM parental
O=c1cc(CSc2ccc(Cl)cc2)nc(-c2ccccn2)[nH]1	10	4	0	-2	-2	2.2	15	27	-4
CC1CCN(S(=O)(=O)c2ccc(NC(=O)CSc3ncccc3C(=O)O)cc2)CC1	-6	9	14	-7	-5	0.2	6	-7	11

Arranged by value in CHRM1 PAM (smallest number first): 5 of the compounds above
SMILES,CHRM1 PAM
Nc1nc2c(ncn2[C@@H]2O[C@H](CNCc3ccc(F)c(N4CCOCC4)c3)[C@@H](O)[C@H]2O)c(=O)[nH]1,-8
O=C(CCl)Nc1cccc(S(=O)(=O)NC2=NCCC2)c1,-5
O=c1cc(CSc2ccc(Cl)cc2)nc(-c2ccccn2)[nH]1,0
COCCNC(=O)c1cc2c(c(-c3cccc(C#Cc4ccc(OC)c(OC)c4)c3)n1)[C@H](CCO)N(S(=O)C(C)(C)C)C2 (stereo not given in full),8
O=C(O)/C=C/C(=O)Nc1ccc2c(c1)NC(=O)CO2,11

Following part.
SMILES	M1 antag	TAAR1 ag	CHRM1 PAM	CHO-K1 Ca antag	CHRM1 agonist	M1 ag parental	CHO parental Ca	TAAR1 antag	M1 PAM parental
O=C(O)CNC(=O)/C(=C/c1ccco1)NC(=O)/C=C/c1ccccc1	-10	-1	6	-11	1	0.4	-4	3	9
CCOC(=O)c1ccc(NC(=S)N(CCN(C)C)Cc2cccs2)cc1	14	3	-1	-7	-7	0.6	-1	-12	-11
Cc1nc2c3c(sc2c(=O)[nH]1)NC(=O)CC3c1ccccc1Cl (stereo not given)	-8	2	4	-5	-2	0.3	0	-12	-6
Cc1ccccc1NC(=O)Cc1nc(COC(=O)CSc2ccccc2)cs1	-6	5	4	-2	-1	2.1	-12	-5	-3
O=C(NCCc1cccc(Cl)c1)c1ccc2c(c1)OCO2	1	5	-1	-15	-4	1.8	-14	-1	-11
O=C(COc1ccc2c(c1)CCC2)N1CCN(c2ccccc2F)CC1	-3	0	7	3	-4	0.1	-9	1	0
O=C(O)C1C2C=CC3(CN(CC(O)COc4ccccc4)C(=O)C13)O2 (stereo not given)	-13	7	9	-7	-3	0.6	-7	-12	19
O=C(Nc1ccccc1)C1C(c2ccccc2)C1(Cl)Cl (stereo not given)	7	-3	-1	16	-4	0.1	-15	0	-21
CC1CCN(C(=O)c2ccc(SCc3ccccc3F)c([N+](=O)[O-])c2)CC1	3	0	-6	-3	-10	0.3	-14	10	8
CCc1ccc(NC(=O)CSc2n[nH]c(C)c2[N+](=O)[O-])cc1	-8	8	-2	-4	-2	5.7	-5	15	6
CCOC(=O)c1c(-c2ccccc2)oc2ccc(OCC(O)CNCCN(C)C)cc12 (stereo not given)	8	3	-4	-9	-11	5.2	5	16	3
Cn1c(SCC(=O)NCc2ccco2)nc2ccccc2c1=O	-8	1	10	-11	-5	1.3	-12	-1	18
Cc1ccc(C)c(C(=O)C(C)OC(=O)c2cccn2C)c1 (stereo not given)	-1	9	1	-10	-5	-0.2	-28	6	24
Cc1cc(C(=O)N/N=C/c2cc(Br)c(Br)o2)n[nH]1	0	15	2	-8	-1	-0.2	1	3	-1
COc1ccc(C2CC(=O)C(C=NCCO)=C(O)C2)cc1OC (stereo not given)	-23	6	7	7	1	-0.2	5	-1	0
COc1ccccc1N(Cc1ccccc1)S(=O)(=O)c1cccc(C(=O)Nc2ccc(C(C)=O)cc2)c1	9	1	-2	8	-4	0.3	-9	10	5
CN(C)CCCn1c(-c2ccccc2)nc(=S)c2c1CCCC2	-1	2	-8	6	-6	0.0	-1	-4	2
O=C(Nc1ccccc1C(=O)Nc1nncs1)c1ccccc1	-2	10	8	2	3	2.7	6	4	-22
CN(c1nc2c(c(=O)n(C)c(=O)n2C)n1CC(=O)c1ccccc1)C1CCCCC1	-11	16	-6	-6	-8	1.1	-41	0	9
Cc1ccc(CSc2[nH]c(=O)ncc2C)cc1	-11	5	13	-15	-3	2.1	-12	-22	14
Cc1ccc(NC(=O)C(=O)NCC2CCCN2S(=O)(=O)c2cccs2)cc1C (stereo not given)	2	4	-3	-6	-2	6.0	10	43	29
O=C(CSc1nnc(-c2cccnc2)n1-c1ccc(SC(F)F)cc1)N1CCCc2ccccc21	2	4	8	24*	-8	0.0	-29	-2	-13
Cc1cc(C)cc(NC(=O)CN(c2ccc(F)cc2)S(C)(=O)=O)c1	-1	-2	8	-2	-7	0.0	-11	-2	11
O=C(O)c1ccccc1NS(=O)(=O)c1cccc(NS(=O)(=O)c2cc(Br)ccc2Br)c1	-19	0	10	-8	-3	0.0	-4	-14	13
CCN(C[C@H]1N[C@@](CC)(C(=O)OC)[C@H]2C(=O)N(Cc3ccccc3)C(=O)[C@@H]12)S(=O)(=O)c1ccc(-c2ccccc2)cc1	-14	1	7	-17	-2	0.3	-25	25	12
CC1CCCCC1NC(=S)NC(=O)c1ccccc1Cl (stereo not given)	9	32	-6	-19	-7	-0.7	-27	-11	13
COc1cccc2c(=O)cn[nH]c12	5	2	-2	-2	-6	-0.1	-1	-18	8
CC(=O)Nc1ccc(S(=O)(=O)Nc2ccc(S(=O)(=O)N3CCCC3)cc2)cc1	-6	8	3	6	-2	0.1	-3	3	-6
